RBX1-CUL1 inh: blocks human RBX1-Cullin-1 di-ubiquitin formation. P62877+Q13616. in vitro K48 di-Ub FRET, acceptor:donor ratio, 45 min. inhibition, % at 10 µM. 140,000 tested, 0.6% active. AID 1347404; in the data active means inhibition above about 25%
* = called active by the depositor; & = joins results of further samples. Only part of the results is shown; count on the stated rates, not on these rows.

[1] COc1ccc(-n2ccn(CC(=O)Nc3ccc(C)c(C)c3)c(=O)c2=O)cc1OC
  RBX1-CUL1 inh = -4
[2] CN1C2=C(C(=O)CCC2)C(c2cc(Cl)ccc2OCC(=O)O)C2=C1CCCC2=O
  RBX1-CUL1 inh = 3
[3] CCOc1ccc(NC(=O)Cn2cc(C(=O)c3ccco3)c3ccccc32)cc1
  RBX1-CUL1 inh = 1
[4] CC1=Nc2c(-c3ccccc3)c(C)nn2C(=O)C1Cc1ccc(C)cc1 (stereo unspecified)
  RBX1-CUL1 inh = 2
[5] CCOC(=O)N1CCc2c(sc3c2c(=O)n(Cc2ccccc2)c(=O)n3CC(=O)Nc2ccc(F)cc2)C1
  RBX1-CUL1 inh = 4
[6] O=C(CCN1CCC(c2ccccc2)C1)c1ccc2c(c1)OCCO2 (stereo unspecified)
  RBX1-CUL1 inh = -2
[7] CCc1nnc(NC(=O)CSc2nc3c([nH]c4ccccc43)c(=O)n2-c2ccc(OC)cc2)s1
  RBX1-CUL1 inh = -10
[8] COc1cc(C(c2c(C)[nH][nH]c2=O)c2c(C)[nH][nH]c2=O)ccc1OC(=O)c1ccccc1F
  RBX1-CUL1 inh = -19&6
[9] CC1(C)Cc2c(sc(NC(=S)NC(=O)c3ccccc3)c2C(=O)O)CO1
  RBX1-CUL1 inh = 10
[10] COc1ccc(CC(=O)NCC(c2cccs2)S(=O)(=O)c2ccc(Cl)cc2)cc1 (stereo unspecified)
  RBX1-CUL1 inh = 3

Reprinted at random: 3 records from the list
[6] O=C(CCN1CCC(c2ccccc2)C1)c1ccc2c(c1)OCCO2 (stereo unspecified)
  RBX1-CUL1 inh = -2
[7] CCc1nnc(NC(=O)CSc2nc3c([nH]c4ccccc43)c(=O)n2-c2ccc(OC)cc2)s1
  RBX1-CUL1 inh = -10
[10] COc1ccc(CC(=O)NCC(c2cccs2)S(=O)(=O)c2ccc(Cl)cc2)cc1 (stereo unspecified)
  RBX1-CUL1 inh = 3

Among those listed so far, two contain an NH in an aromatic ring:
[7] CCc1nnc(NC(=O)CSc2nc3c([nH]c4ccccc43)c(=O)n2-c2ccc(OC)cc2)s1
  RBX1-CUL1 inh = -10
[8] COc1cc(C(c2c(C)[nH][nH]c2=O)c2c(C)[nH][nH]c2=O)ccc1OC(=O)c1ccccc1F
  RBX1-CUL1 inh = -19&6

New compounds follow
[11] C=CCN1C(=O)N=C(Cc2ccc(-c3ccc(C(=O)O)cc3C)o2)C1=O
  RBX1-CUL1 inh = -9
[12] Cc1ccc(NC(=O)COc2ccc(Cl)cc2)nc1
  RBX1-CUL1 inh = 1
[13] Cc1[nH]c2c(C)cccc2c(=O)c1CN1CCN(c2ccccc2)CC1
  RBX1-CUL1 inh = 5
[14] O=C(NCc1ccco1)c1ccc2c(c1)N(Cc1cccc(Cl)c1)C(=O)c1ccccc1S2=O (stereo unspecified)
  RBX1-CUL1 inh = -1
[15] COc1ccc(CNC(=O)C2CCCN(c3nnc(C)c4c(C)n(-c5ccc(C)cc5)nc34)C2)cc1 (stereo unspecified)
  RBX1-CUL1 inh = 2
[16] Cc1ccc(C)c(NC(=O)Cn2cc(C(=O)c3ccco3)c3ccccc32)c1
  RBX1-CUL1 inh = 0
[17] CCN1CCN(CCCNC(=O)c2cc3c(s2)-c2c(C)cccc2OC3)CC1
  RBX1-CUL1 inh = -1
[18] CCCNC(=O)C1CCC(Cn2c(=O)c3sccc3n(CC(=O)NCc3ccccc3)c2=O)CC1 (stereo unspecified)
  RBX1-CUL1 inh = 5

Down the list, from the results shown.
RBX1-CUL1 inh, entries 11–15: -9, 1, 5, -1, 2

Compound activity from PubChem.
